# Screening results as filed in PubChem.
# mHTT CaM bind – inhibitors of human mutant huntingtin-calmodulin interaction | AlphaScreen His-mHTT/GST-CaM binding, luminescence | inhibition, % at 15 µM | 190,000 tested, 3.6% active;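 also: 0% = both proteins with DMSO and 100% = one protein alone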
# Target sequence (P42858 whole entry, looked up, stated change not applied): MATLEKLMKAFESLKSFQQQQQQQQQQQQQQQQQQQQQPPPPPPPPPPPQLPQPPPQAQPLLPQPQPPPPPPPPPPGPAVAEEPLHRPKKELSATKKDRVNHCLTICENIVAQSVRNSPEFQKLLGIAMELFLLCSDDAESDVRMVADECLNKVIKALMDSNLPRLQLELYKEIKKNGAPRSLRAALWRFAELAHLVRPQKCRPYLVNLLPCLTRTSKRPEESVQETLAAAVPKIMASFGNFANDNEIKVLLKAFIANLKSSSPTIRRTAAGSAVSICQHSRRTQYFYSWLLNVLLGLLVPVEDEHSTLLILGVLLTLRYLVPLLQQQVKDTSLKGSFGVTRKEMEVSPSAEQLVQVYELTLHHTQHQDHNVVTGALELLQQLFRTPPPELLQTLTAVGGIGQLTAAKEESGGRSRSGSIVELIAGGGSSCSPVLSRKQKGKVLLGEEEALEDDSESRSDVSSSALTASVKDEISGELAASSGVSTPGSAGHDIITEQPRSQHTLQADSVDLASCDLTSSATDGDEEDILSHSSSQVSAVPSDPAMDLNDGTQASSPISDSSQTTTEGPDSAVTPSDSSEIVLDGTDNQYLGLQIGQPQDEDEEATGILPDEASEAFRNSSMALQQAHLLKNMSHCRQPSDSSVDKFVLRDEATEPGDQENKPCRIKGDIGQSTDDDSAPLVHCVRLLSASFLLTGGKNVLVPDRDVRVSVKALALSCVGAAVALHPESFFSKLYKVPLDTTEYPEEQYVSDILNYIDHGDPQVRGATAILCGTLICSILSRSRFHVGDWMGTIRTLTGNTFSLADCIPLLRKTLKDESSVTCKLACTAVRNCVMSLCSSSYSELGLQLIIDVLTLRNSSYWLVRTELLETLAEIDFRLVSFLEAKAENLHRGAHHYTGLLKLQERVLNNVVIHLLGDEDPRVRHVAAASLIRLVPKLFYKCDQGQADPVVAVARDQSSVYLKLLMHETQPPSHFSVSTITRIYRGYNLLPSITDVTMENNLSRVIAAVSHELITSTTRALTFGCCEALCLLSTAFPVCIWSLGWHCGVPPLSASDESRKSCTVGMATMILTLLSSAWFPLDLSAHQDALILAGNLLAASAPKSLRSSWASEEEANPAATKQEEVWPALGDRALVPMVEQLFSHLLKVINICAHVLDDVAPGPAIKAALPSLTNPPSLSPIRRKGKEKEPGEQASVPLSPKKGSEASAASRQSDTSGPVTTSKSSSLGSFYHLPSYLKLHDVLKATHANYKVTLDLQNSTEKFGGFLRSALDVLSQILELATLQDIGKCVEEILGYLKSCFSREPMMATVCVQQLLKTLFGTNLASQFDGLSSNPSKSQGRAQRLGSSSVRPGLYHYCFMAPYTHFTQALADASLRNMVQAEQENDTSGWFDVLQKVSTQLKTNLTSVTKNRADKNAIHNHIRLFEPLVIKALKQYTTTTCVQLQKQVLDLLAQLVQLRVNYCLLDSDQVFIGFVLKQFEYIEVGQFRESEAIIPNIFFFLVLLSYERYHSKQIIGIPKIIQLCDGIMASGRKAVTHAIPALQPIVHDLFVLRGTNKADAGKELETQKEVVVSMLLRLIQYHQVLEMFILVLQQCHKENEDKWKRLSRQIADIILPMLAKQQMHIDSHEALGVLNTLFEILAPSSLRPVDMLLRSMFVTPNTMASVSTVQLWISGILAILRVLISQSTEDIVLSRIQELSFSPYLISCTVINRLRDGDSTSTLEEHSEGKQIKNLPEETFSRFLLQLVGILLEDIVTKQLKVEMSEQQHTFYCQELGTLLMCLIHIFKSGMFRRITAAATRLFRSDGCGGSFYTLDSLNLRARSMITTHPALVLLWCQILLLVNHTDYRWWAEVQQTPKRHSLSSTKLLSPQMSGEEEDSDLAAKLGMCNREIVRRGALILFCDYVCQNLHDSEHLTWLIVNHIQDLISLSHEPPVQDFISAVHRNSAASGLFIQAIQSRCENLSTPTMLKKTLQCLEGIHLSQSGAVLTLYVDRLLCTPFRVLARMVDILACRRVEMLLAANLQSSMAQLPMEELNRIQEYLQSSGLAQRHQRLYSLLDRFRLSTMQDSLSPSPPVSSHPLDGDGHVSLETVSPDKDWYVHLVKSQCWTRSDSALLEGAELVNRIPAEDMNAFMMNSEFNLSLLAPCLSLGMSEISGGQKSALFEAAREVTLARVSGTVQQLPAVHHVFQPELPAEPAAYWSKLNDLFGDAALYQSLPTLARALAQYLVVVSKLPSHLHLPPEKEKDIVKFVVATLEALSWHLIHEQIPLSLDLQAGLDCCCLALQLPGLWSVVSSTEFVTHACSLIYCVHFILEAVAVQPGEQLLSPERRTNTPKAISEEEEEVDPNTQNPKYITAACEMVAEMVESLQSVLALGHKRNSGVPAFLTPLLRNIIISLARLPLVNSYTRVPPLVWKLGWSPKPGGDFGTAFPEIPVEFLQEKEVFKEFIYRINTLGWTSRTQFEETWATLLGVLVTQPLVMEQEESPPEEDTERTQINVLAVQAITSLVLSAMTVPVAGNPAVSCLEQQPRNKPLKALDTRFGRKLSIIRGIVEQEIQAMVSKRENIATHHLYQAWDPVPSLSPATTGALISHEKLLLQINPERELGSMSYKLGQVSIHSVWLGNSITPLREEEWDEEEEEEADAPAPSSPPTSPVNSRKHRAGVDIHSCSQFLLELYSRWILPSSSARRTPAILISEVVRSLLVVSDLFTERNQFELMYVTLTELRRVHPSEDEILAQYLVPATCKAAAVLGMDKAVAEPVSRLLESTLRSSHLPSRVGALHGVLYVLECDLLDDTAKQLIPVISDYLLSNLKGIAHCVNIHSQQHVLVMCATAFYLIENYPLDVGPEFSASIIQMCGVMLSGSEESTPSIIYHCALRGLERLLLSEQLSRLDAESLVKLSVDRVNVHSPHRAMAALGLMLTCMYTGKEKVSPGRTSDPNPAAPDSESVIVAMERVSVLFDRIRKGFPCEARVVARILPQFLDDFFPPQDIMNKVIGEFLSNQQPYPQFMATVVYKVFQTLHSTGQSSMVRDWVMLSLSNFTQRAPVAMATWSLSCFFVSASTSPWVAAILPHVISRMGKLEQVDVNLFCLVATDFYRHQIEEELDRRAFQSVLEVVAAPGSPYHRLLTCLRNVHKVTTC
# Pf apPOL inh – Pf-apPOL DNA polymerase inhibition; Recombinant Pf-apPOL, molecular beacon fluorescence, 1.5 h; inhibition, % at 10 µM; 210,000 tested, 0.25% active; AID 1794808
# * marks the source's active call; other numbers are inactive results; i = inactive; . = not tested or not shown; & = joins results of further samples. Rule as the data show it: active = inhibition above about 50%; inactive = the rest. These rows are one share of the data. The share of hits here may be higher or lower than overall.
# Order of values – mHTT CaM bind | Pf apPOL inh
O=C(NCc1cccc(C(F)(F)F)c1)C1CC(=O)N(Cc2ccccc2F)C1 (stereo not given)
  -4 | 2
CC(C)CCNC(=O)C1(C)CCC(=O)N1Cc1ccccc1Cl (stereo not given)
  -5 | -4
CCc1c(C)nc(SCc2ccc(C)cc2)c(C#N)c1C
  -31 | 2
COc1ccc(Nc2nc(N)nc(CN3CCN(C)CC3)n2)cc1
  -4 | 0
CC(c1ccccc1)c1nnc(NC(=O)Nc2ccccc2F)s1 (stereo not given)
  -3 | -8
O=C(Nn1cnnc1)c1ccc(C(=O)Nn2cnnc2)cc1
  -2 | 0
Cc1ccccc1Cn1c(CCCO)nc2ccccc21
  4 | 1
CC(C)=CCOc1ccc2c(c1)OC(=Cc1ccc(C)o1)C2=O
  -3 | -2
O=S1(=O)CCC(NS(=O)(=O)c2ccc3c(c2)CCO3)C1 (stereo not given)
  . | -7
COc1ccccc1Nc1ncc2c(n1)CCN(CCc1ccccc1)C2
  31 | -4
O=C(NCc1ccccn1)C1CCc2sc(C(=O)N3CCOCC3)cc2C1 (stereo not given)
  7 | -9
CC1CCCCN1S(=O)(=O)c1ccc(F)cc1 (stereo not given)
  -6 | -1
COc1ccc(OC)c(N/C=C(\C#N)c2nc(-c3ccc(F)cc3)cs2)c1
  4 | 1
NC(=O)C1=CN(C2OC(COP(=O)(O)OP(=O)(O)OC[C@H]3O[C@@H](n4cnc5c(N)ncnc54)C(OP(=O)(O)O)[C@H]3O)C(O)C2O)C=CC1 (stereo not given in full)
  . | 33
COc1cccc(NC(=O)CN(C2CCCCC2)S(=O)(=O)c2ccc(OC)c(OC)c2)c1
  11 | -1
COc1cc(OC)cc(C(=O)Nc2ccccc2NC(C)=O)c1
  4 | 4
Nc1ncnc2c1nc(N1CCOCC1)n2C1OC(CO)C(O)C1O (stereo not given)
  1 | -3
CCOc1nc(OCC)nc(N2CCN(c3ccc(OC)cc3)CC2)n1
  24 | -10
Cc1cc(OCC(=O)NCc2ccccn2)ccc1Br
  11 | -87
COc1ccccc1N=c1oc2c(OC)cccc2cc1C(=O)NC(C)=O
  3 | -1
COC(=O)[C@H](C(C)C)N(CCCc1cn(CC2CCCCC2)nn1)S(=O)(=O)c1ccccc1Br
  -4 | -6
CCCc1c(C(=O)NCCO)nnn1-c1ccc(Cl)cc1
  -21 | -4
COc1ccc(C2C(C#N)=C(N)Oc3n[nH]c(C)c32)cc1O (stereo not given)
  -1 | -114
CCCn1cc(SCC(=O)NCCc2ccc(OC)c(OC)c2)c2ccccc21
  20 | -1
CCN(CC)S(=O)(=O)c1cc(Br)cc2c1N(C(C)=O)CC2
  2 | -3
CC(=O)C1=C(C)NC(SCC(=O)c2ccccc2)=C(C#N)C1c1ccco1 (stereo not given)
  10 | -2
CN(c1nc2ccccn2c(=O)c1/C=C1\SC(=S)N(C2CCS(=O)(=O)C2)C1=O)C1CCCCC1 (stereo not given)
  16 | .
COc1ccc(CN2C[C@H](C)[C@@H](CC(=O)NCc3ccccc3)C2=O)cc1
  -3 | 6
Cc1cc(F)c(F)cc1C(=O)N1CCCCC1C (stereo not given)
  12 | -10
Cc1nc2cccnc2n1C1CCN(C(=O)c2cccc(Cl)c2)C1 (stereo not given)
  5 | 0
Cc1noc(C2CN(C(=O)Nc3c(F)cccc3F)CC23CCOCC3)n1 (stereo not given)
  -1 | -2
CC(O)c1nc2ccccc2[nH]1 (stereo not given)
  -6 | 4&-6
CCOC(=O)Nc1nc2c(s1)CN(S(=O)(=O)c1c(C)noc1C)CC2
  -1 | 10
Cc1ccc2c(c1)N(CCCC(=O)NCc1ccccn1)C(=O)CO2
  6 | -6
CC1CCN(C(=O)C2CCN(c3nc4cccnc4s3)CC2)CC1
  -1 | -4
O=C(NCCc1cccnc1)C1CCCN(c2cnn(Cc3ccccc3)c(=O)c2)C1 (stereo not given)
  5 | -1
COC(=O)C1CN(Cc2ccc(F)cc2)CCS(=O)(=O)N1Cc1cn(Cc2ccccc2)nn1 (stereo not given)
  2 | 2
CCOc1ccc(-c2cn3ccn(-c4cc(C)cc(C)c4)c(=O)c3n2)cc1
  -3 | 0
COc1ccc(CNC(=O)c2nn3c(c2Cl)NC(c2cccs2)CC3C(F)(F)F)cc1 (stereo not given)
  10 | -1
Cc1ccccc1-n1nc2c(c1NC(=O)C13CC4CC(CC(C4)C1)C3)CSC2
  0 | -7
CN(C)C(=O)c1ccc(NC(=O)Cn2nc(-c3ccc(Cl)cc3)c3ccccc3c2=O)cc1
  -4 | 2
COc1cccc(C2C(=C(O)c3ccc(C)cc3)C(=O)C(=O)N2CCCn2ccnc2)c1OC (stereo not given)
  0 | -1
CN(C)C(=O)C1c2ccccc2CCN1CC(=O)N1CCN(c2ccc(Cl)cc2)CC1 (stereo not given)
  50 | -8
CCCNC(=O)C1CCCN(c2nc3ncn(CC(=O)NC(C)C)c(=O)c3s2)C1 (stereo not given)
  2 | 1
Nc1cc(C(=O)O)ccc1S(=O)(=O)CC1CCCO1 (stereo not given)
  4 | -8
O=C(C1CC1)N1CCc2sc(S(=O)(=O)Nc3ccc(Cl)cc3F)cc2C1
  32 | 1
CC(=O)Nc1ccc(C2Nc3ccccc3C(=O)N2C2CCCCC2)cc1 (stereo not given)
  9 | 6
CCCc1cc(C2CCCN2Cc2ccc(F)cc2)no1 (stereo not given)
  -26 | 2
O=S(=O)(NCc1ccccc1Cl)c1ccc2nc(-c3ccccc3)[nH]c2c1
  25 | 6
CCOc1ccc(NC(=O)N2CCc3cn(CCOC)c4cccc(c34)C2)cc1
  1 | -1
O=C(Nc1ncn[nH]1)c1ccc([N+](=O)[O-])cc1Cl
  -2 | 6
COc1ccccc1/C=C1\SC(=O)N(CCC(=O)Nc2ccccc2)C1=O
  1 | 0
CCOC(=O)Cn1cc(CN2CCS(=O)(=O)N(Cc3ccc(F)cc3)C(C(=O)OC)C2)nn1 (stereo not given)
  -9 | 5
COc1ccc(C2=NOC(C(=O)NCc3ccc(F)cc3)C2)cc1 (stereo not given)
  -4 | 5
O=C(NC1CCCC1)N1CCCC1c1nc(-c2cccc(C(F)(F)F)c2)no1 (stereo not given)
  -3 | -8
COCCNC(=O)NCC1CCN(Cc2ccccc2)CC1
  -6 | -2
COc1ccc(NC(=O)c2cc(S(=O)(=O)N3CCc4ccccc4C3)ccc2F)cc1
  4 | -4
O=[N+]([O-])c1cccc(-c2noc(COc3ccc(Br)cc3)n2)c1
  0 | 3
COc1ccc(NC(=O)c2ccc(I)o2)cc1
  -2 | -5
CSc1cccc2sc(NC(=O)c3ccc([N+](=O)[O-])s3)nc12
  -8 | -1

# Some of the entries so far, as labelled records:
> O=C(C1CC1)N1CCc2sc(S(=O)(=O)Nc3ccc(Cl)cc3F)cc2C1
- mHTT CaM bind: 32
- Pf apPOL inh: 1
> CCCc1cc(C2CCCN2Cc2ccc(F)cc2)no1 (stereo not given)
- mHTT CaM bind: -26
- Pf apPOL inh: 2

# More results
# Order of values – mHTT CaM bind | Pf apPOL inh
NCc1csc2c1CCCC2
  2 | .
COc1ccc(C(=O)O/N=C(\N)c2cccnc2)cc1
  i | -2
Nc1ccc(-c2cc(-c3ccccc3)nc(-c3ccc(N)cc3)n2)cc1
  8 | -6
O=C(O)COc1c(Cl)cc(Cl)c2nsnc12
  3 | -3
Cc1ccc2c(NC(=O)CN3CCN(c4cccc(Cl)c4)C3=O)cccc2n1
  29 | -4
CC1(C(=O)NC2CCCC2)CCC(=O)N1CCc1ccc(S(N)(=O)=O)cc1 (stereo not given)
  -6 | -2
Cc1ccc(C(=O)N2CCCn3cc(-c4ccccc4)nc32)cn1
  3 | -1
N#Cc1c2c(c(Nc3ccc(Cl)cc3)n3c1nc1ccccc13)CCC2
  . | -2
COCC(C)NC(=O)c1ccccc1Br (stereo not given)
  2 | -12
COc1ccc(CCNC(=O)CSc2nnc(NC(=O)CC(C)C)s2)cc1OC
  -18 | -5
CC1CCN(CCCNc2ccc(-c3nc(-c4cccc(F)c4)no3)cn2)CC1
  32 | -9
CS(=O)(=O)c1ccc(Nc2nc(C(=O)NCc3ccc4c(c3)OCO4)cs2)cc1
  8 | -5
Cn1nc(C(=O)Nc2ccc3c(c2)N(C(=O)c2ccco2)CC3)ccc1=O
  1 | 1
COc1ccccc1N1CCN(C(=O)c2snc(C(=O)NC(C)C)c2N)CC1
  4 | 0
Cc1noc(-c2nn(C)c3c2CN(C(=O)C2CCOC2)CC3)n1 (stereo not given)
  -2 | -4

# Brought forward from above: five compounds, followed by the next part.
# Order of values – mHTT CaM bind | Pf apPOL inh
CC1CCN(CCCNc2ccc(-c3nc(-c4cccc(F)c4)no3)cn2)CC1
  32 | -9
CS(=O)(=O)c1ccc(Nc2nc(C(=O)NCc3ccc4c(c3)OCO4)cs2)cc1
  8 | -5
Cn1nc(C(=O)Nc2ccc3c(c2)N(C(=O)c2ccco2)CC3)ccc1=O
  1 | 1
COc1ccccc1N1CCN(C(=O)c2snc(C(=O)NC(C)C)c2N)CC1
  4 | 0
Cc1noc(-c2nn(C)c3c2CN(C(=O)C2CCOC2)CC3)n1 (stereo not given)
  -2 | -4
CCn1ccc2oc(C)c(C(=O)NC3CCCCC3)c2c1=O
  -5 | 0
COc1ccc(NC(=O)CSc2cn(Cc3cccc(F)c3)c3ccccc23)c(OC)c1
  23 | 3
O=C(Nc1ccc([N+](=O)[O-])cc1)c1ccc(Br)o1
  -5 | -18
COc1ccc(NCN2C(=O)C3C4c5ccccc5C(c5ccccc54)C3C2=O)cc1 (stereo not given)
  27 | 5
O=C(Nc1ccccc1SCCS(=O)(=O)c1ccc(Cl)cc1)c1ccccc1Cl
  . | -8&-3
Nc1c(C(=O)NCc2ccccc2)nnn1-c1ccc(OC(F)(F)F)cc1
  -6 | -2
CS(=O)(=O)N(Cc1ccccc1)c1ccccc1C(=O)NCCSc1ccc(Cl)cc1
  52* | -12
N#Cc1cccc(C(=O)Nc2cnc(N3CCCCCC3)nc2)c1
  5 | -1
CC(C)CN(CC(C)C)S(=O)(=O)c1ccc(C(=O)Nc2nnc(-c3cccs3)o2)cc1
  9 | -10
CC(C)(C)CC(=O)NC1CCN(c2ccc(F)cc2)C1=O (stereo not given)
  -1 | -4
Cc1cc(=O)[nH]c(O)c1C(=O)O
  1 | -10
CCCN1CCN(c2ncc3c(n2)CCNC3)CC1
  -4 | -4
O=C1NC(=Nc2ccccc2)S/C1=C\c1cccc(C(F)(F)F)c1
  2 | 8
COc1ccc(OC)c(Nc2ncc3c(n2)CCN(Cc2ccc(F)c(F)c2)C3)c1
  26 | 0
COc1ccc2c(CC(=O)NCC3CCCO3)cc(=O)oc2c1 (stereo not given)
  -2 | -2
COc1cc(NC(=O)C2CCCN(c3cc(=O)n(C)c(=O)n3C)C2)cc(OC)c1OC (stereo not given)
  6 | -2
COc1ccc(-c2cc(C(=O)NCCC3CCN(C(=O)c4ccc(C)cc4)CC3)no2)cc1
  21 | -2
Cc1nccn1CC(=O)N1CCCC2(C1)Nc1ccccc1NC2=NCc1ccccc1 (stereo not given)
  46 | -4
O=C(c1ccc(F)c(F)c1)N1CCCCC1CCN1CCOCC1 (stereo not given)
  5 | -3
COc1ccccc1OCCSc1nc2ccccc2o1
  -58&-44&-60 | -170&2
C=CCN1C(=O)C(C)(C)COc2cc(NS(=O)(=O)c3ccc(Cl)s3)ccc21
  -5 | 3
Cc1ccc(S(=O)(=O)N(C)CC(=O)N2CCCC2)cc1
  0 | 0
CC(OC(=O)c1cccc(Cl)c1)c1ccc[n+](C)c1 (stereo not given)
  . | 1
O=C(CSc1nc2ccccc2o1)NCCSCc1ccco1
  . | 63*
CC(=O)c1ccc(NC(=O)c2ccc(-c3ccccc3)cc2)cc1
  5 | -2
CCCCN1N=C(C(=O)N2CCCCC2)S(=O)(=O)c2ccccc21
  -3 | -4
C=CCN(c1ccc(Br)cc1C(=O)OC)S(C)(=O)=O
  -3 | 6
O=C(c1ccc(OCC2CCN(C(=O)c3ccc(F)cc3)CC2)cc1)N1CCCCC1
  -1 | -2
O=C(c1ccc(Br)cc1)N1CCN(c2ccc([N+](=O)[O-])cc2F)CC1
  0 | 1
CCOc1ccccc1NC(=O)C(CC)Sc1nc2ccccc2c(=O)n1C1CC1 (stereo not given)
  -5 | -2
Fc1ccc(CN2CCN(Cc3ccc4c(c3)OCO4)CC2)cc1F
  3 | -8
O=C1Nc2ccccc2C(O)(C(=O)N2CCCC2)N1c1ccc(Cl)c(Cl)c1 (stereo not given)
  2 | -5
Cc1cccc(-c2cc3n(n2)CCCN(C(=O)c2ccc4nc[nH]c4c2)C3)c1
  5 | -3
COc1cc(OC)cc(N2C(=O)CC(Sc3ccc(Cl)cc3)C2=O)c1 (stereo not given)
  -4 | -6
O=C(COC(=O)c1ccco1)c1ccc(Cl)cc1
  . | -11
CCOC(=O)CNC(=O)N1CCOc2ccc(Cl)cc21
  -3 | 0
Cc1cc(S(=O)(=O)Cc2ccc(NC(=O)C(Cl)(Cl)Cl)cc2)c(C)cc1Cl
  . | -4
COc1c(C(=O)N2CCN(CC(C)C)CC2)sc2cc(Cl)ccc12
  48 | -2
O=C(/C=C/c1ccco1)Nc1c2c(nn1-c1ccc([N+](=O)[O-])cc1)CSC2
  98* | -4
Cc1ccc(C)c(N2C(=O)C3C4c5ccccc5C(CO)(c5ccccc54)C3C2=O)c1 (stereo not given)
  16 | -8
CCc1noc(-c2cccnc2N2CCCN(C(=O)Nc3cccc(C)c3C)CC2)n1
  2 | -5
O=C1CSC(=O)N1CNc1cccc(Br)c1
  5 | -2
CCCCCC1C(=O)CCC1CC(=O)OC (stereo not given)
  . | -6
CCOc1ccccc1C(=O)N1CCCC(C)(C(=O)NCc2ccc(OC)cc2)C1 (stereo not given)
  0 | -4

# Some of these compounds in order of SMILES length, largest number first.
# Order of values – mHTT CaM bind | Pf apPOL inh
Cc1cccc(-c2cc3n(n2)CCCN(C(=O)c2ccc4nc[nH]c4c2)C3)c1
  5 | -3
COc1cc(OC)cc(N2C(=O)CC(Sc3ccc(Cl)cc3)C2=O)c1 (stereo not given)
  -4 | -6
O=C(COC(=O)c1ccco1)c1ccc(Cl)cc1
  . | -11
CCCCCC1C(=O)CCC1CC(=O)OC (stereo not given)
  . | -6
